TDP43 rescue = qHTS of TDP-43 Inhibitors; TDP-43 expressing yeast growth rescue, BacTiter-Glo, 24 h; Potency, µM (doses to about 46.1 µM), inactives show top-dose growth rescue (activation), usual class: activators; 1.8% of 410,000 active; AID 652104, 2013; further: potency means the concentration at half of the fitted maximal effect; % of control where 0% means no effect; nearly all actives have a fitted effect of over 50% in size
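Cell-based yeast growth screen: TDP-43 expression induced in galactose, inoculum OD600=0.02 after raffinose pregrowth to mid-log. Read-out BacTiter-Glo luminescence at 24 hr, 30 deg C; inhibition of toxicity seen as signal increase.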
GLP1R ag = qHTS of GLP-1 Receptor Agonists; Glucagon-like peptide 1 receptor (Homo sapiens), P43220; HEK293 GLP-1R CRE-luciferase, luminescence, 4-6 h; cells express a hypersensitive GLP-1R form; Potency, µM (doses to about 45.6 µM), for the others: top-dose activation, usual class: activators; 0.007% of 380,000 active; further: potency means the concentration at half of the fitted maximal effect; % of control where 0% means no effect
Target sequence (P43220 whole entry, looked up): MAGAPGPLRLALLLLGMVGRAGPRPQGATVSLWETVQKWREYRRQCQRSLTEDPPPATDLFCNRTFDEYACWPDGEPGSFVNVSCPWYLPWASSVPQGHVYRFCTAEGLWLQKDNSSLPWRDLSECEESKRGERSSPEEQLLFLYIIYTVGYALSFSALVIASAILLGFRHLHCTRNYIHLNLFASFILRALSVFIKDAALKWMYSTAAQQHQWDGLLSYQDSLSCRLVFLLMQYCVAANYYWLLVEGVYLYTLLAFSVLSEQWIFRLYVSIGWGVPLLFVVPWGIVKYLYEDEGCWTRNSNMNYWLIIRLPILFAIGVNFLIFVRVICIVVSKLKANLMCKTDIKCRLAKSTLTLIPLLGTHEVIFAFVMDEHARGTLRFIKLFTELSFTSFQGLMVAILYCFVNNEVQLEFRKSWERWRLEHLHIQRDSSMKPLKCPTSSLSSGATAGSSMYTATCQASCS
PTHR1 ag = qHTS for PTHR1 Agonists: Primary Screen. HEK293 GP2 PTHR1 cells, GloSensor cAMP luminescence, 1 h. Potency, µM (series often up to 115 µM), inactives show at the highest dose activation, hits mostly activators. 0.075% of 410,000 active; further: potency means the concentration at half of the fitted maximal effect; nearly all actives have a fitted effect of over 55% in size; some results filed as inactive show a strong effect at the top dose; inactives centre near -15; many of its hits are not listed in these tables
Target sequence (Q03431 whole entry, looked up): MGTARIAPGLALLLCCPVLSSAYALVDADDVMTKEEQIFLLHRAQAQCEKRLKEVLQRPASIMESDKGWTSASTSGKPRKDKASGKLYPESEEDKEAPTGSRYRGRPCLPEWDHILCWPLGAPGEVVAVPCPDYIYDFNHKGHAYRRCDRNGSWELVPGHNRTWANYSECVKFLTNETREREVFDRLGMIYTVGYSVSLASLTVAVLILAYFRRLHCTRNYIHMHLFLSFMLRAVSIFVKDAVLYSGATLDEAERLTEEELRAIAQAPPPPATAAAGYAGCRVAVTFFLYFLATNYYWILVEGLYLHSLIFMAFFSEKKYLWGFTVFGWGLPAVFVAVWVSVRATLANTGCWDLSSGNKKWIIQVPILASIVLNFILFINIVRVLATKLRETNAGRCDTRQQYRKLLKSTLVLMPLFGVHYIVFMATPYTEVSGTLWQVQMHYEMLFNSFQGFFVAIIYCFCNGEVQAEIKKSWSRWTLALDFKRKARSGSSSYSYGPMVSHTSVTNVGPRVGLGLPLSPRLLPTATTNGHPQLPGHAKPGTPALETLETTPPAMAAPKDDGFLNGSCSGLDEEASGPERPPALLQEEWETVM
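HEK-293-derived GP2 cells expressing PTHR1 and a GloSensor cAMP reporter, 3,000/well, plated overnight, given luciferin plus IBMX (each 0.5 mM as added) for 1 h at 37 °C, then compound for 1 h at 37 °C. Luminescence was read after 15 min at room temperature.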
D3 antag = qHTS of D3 Dopamine Receptor Antagonist: qHTS | D(3) dopamine receptor (Homo sapiens), P35462 | D3R cells, DiscoveRx beta-arrestin luminescence, antagonist mode; hits give low values | max response, negative = inhibition, % | 2.5% of 360,000 active | AID 652054, 2013; in the data active means max response below about -50%; inconclusive means no clear call, values can overlap the other calls; further: on the % scale 0 is the no-effect control and ±100 the full control effect; mostly tested at two doses, the higher about 12 µM
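Cells plated overnight at 1500 cells/well, then exposed to library compounds with dopamine controls for 90 minutes at 37 degrees C. DiscoveRx reagent added for 30–60 minutes at room temperature; luminescence read, quantitative HTS format.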
FUS yeast rescue = qHTS for Suppressors of FUS Proteinopathy: Primary screen using FUS-linked yeast assay. S. cerevisiae FUS-expressing, growth rescue, OD600, 24 h. Potency, µM (doses to about 76.6 µM), for inactives: at the highest dose growth rescue (activation), actives largely listed as activators. 0.24% of 390,000 active;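 further: potency means the concentration at half of the fitted maximal effect; plate controls were DMSO vehicle for no effect and reference control for full effect; nearly all actives have a fitted effect of over 55% in size; some results filed as inactive show a strong effect at the top dose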
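Toxicity suppression screen in FUS-yeast. Cells induced with 2% galactose, starting OD 0.005, treated 24hr at 30C with compounds at multiple final concentrations; growth by OD600.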
GLP1R inv ag = qHTS of GLP-1 Receptor Inverse Agonists (Inhibition Mode); Glucagon-like peptide 1 receptor (Homo sapiens), P43220; HEK293 GLP-1R CRE-luciferase, luminescence, 24 h; GLP-1R form is constitutively active; Potency, µM (titrated, usually from 38.3 µM), for the others: at the highest dose activity change, negative = inhibition, usual class: inhibitors; 1.6% of 410,000 active; AID 624417, 2012; further: potency means the concentration at half of the fitted maximal effect; on the % scale 0 is the no-effect control and ±100 the full control effect; nearly all actives have a fitted effect of over 55% in size
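HEK293 cells stably co-expressing a cAMP-responsive luciferase reporter and constitutively active GLP-1R were seeded, incubated 12 h, then exposed to compounds for 24 h at 37 C. Luminescence was read 12 min after detection reagent; inverse agonists lower signal.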
pAkt inh = HTS Assay for Inhibitors of Akt Phophorylation: Primary Screen; 0.32% of 360,000 active; Neuro2A IGF-stimulated pAkt S473 HTRF, 20 min; hits give low values; activity change, % for hits at 50 µM; in the data active means activity change below about -80%; inconclusive means mostly about -51% to -80%; further: on the % scale 0 is the no-effect control and ±100 the full control effect
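Neuro2A cells in DMEM with 0.5% FBS, overnight at 37 deg C, given compound at single 50 µM final, then IGF (6 nM final) for 20 min at 37 deg C. Lysed; phospho-Akt Ser473 by HTRF after 24 h, 665/615 ratio.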
Abeta rescue = qHTS for compounds that reverse cellular toxicity of Amyloid beta (A-beta) peptide in yeast: Primary Screen. yeast expressing A-beta42, growth rescue, OD600, 48 h; response scale: 0% DMSO, 100% iron-clioquinol control. Potency, µM (doses to about 46.1 µM), inactives show at the highest dose growth rescue, usual class: activators. 0.063% of 410,000 active; further: potency means the concentration at half of the fitted maximal effect; nearly all actives have a fitted effect of over 55% in size
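Yeast growth medium received pinned compounds, then yeast cells expressing toxic A-beta were added; plates incubated at 30 C for 48 hr. Growth read as absorbance at 600 nm, normalized to DMSO and equimolar FeCl3 plus clioquinol controls.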
aSyn rescue = qHTS of alpha-syn Inhibitors; Yeast expressing alpha-synuclein, growth rescue, BacTiter-Glo, 24 h; Potency, µM (doses to about 46.1 µM), without a hit: top-dose growth rescue (activation), actives largely listed as activators; 0.14% of 370,000 active; AID 652106, 2013; further: potency means the concentration at half of the fitted maximal effect; % of control where 0% means no effect; nearly all actives have a fitted effect of over 65% in size
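Readout is rescue of growth in alpha-synuclein-expressing yeast, so inhibitors of toxicity appear as activators. Growth after 24 hr at 30 deg C in galactose medium is quantified by luminescence.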
* marks the source's active call; other numbers are inactive results; i = inactive; ? = inconclusive; · = not tested or not shown; & = joins results of further samples; [ ] = remark or other dose. Unless noted, the call rests on the fitted dose curve; in most records, active means well fitted curve in the direction sought with a large enough effect; inconclusive means small, poorly fitted or top-dose-only effect, or another doubt; inactive means no such curve, though single readings can be large; an effect the other way counts as inactive or inconclusive. A portion of the library; rates above refer to the full screens.

Fields – TDP43 rescue	GLP1R ag	PTHR1 ag	D3 antag	FUS yeast rescue	GLP1R inv ag	pAkt inh	Abeta rescue	aSyn rescue
1) C=C1C(=O)O[C@@H]2[C@H]1[C@@H](OC(=O)/C(C)=C/C)C/C(C)=C\C(=O)/C=C(\C)[C@@H]2O
  14.2%	-11.8%	-32.2%[inhibitor]	-52.4*	15.5%	-69.5%	i	-13.7%	1.3%
2) CC(C)CNC(=O)c1ccccc1NC(=O)CSCc1ccccc1
  9.6%	-0.2%	-0.6%[57.5 µM]	0.0	-10.7%	-40.4%	i	10.2%	7.8%
3) c1ccc(C2=Nn3c(nnc3-c3ccncc3)SC2)cc1
  4.6%	-4.4%	i	-2.0	20.4%	?	i	0.2%	-9.1%
4) CCCc1nc2c(C)cc(Br)cn2c1Cc1cccc(F)c1
  20.2%	23.3%	-18.3%	8.6	-17.5%	-28.6%	i	-14.6%	-1.6%
5) CC(C)Cc1nc(SCC(=O)N2CCCC2)c2c(=O)n(C)c(=O)n(C)c2n1
  -3.7%	-3.3%	-3.3%	-5.4	14.2%	21.0%	i	-16.3%	4.3%
6) COc1ccc(NC(=O)CNC(=O)Cn2c(C)cc3ccccc3c2=O)cc1OC
  0.0%&22.0%	-0.1%&-0.4%	-5.6%&-18.9%	0.3	17.6%&5.2%	0.6%&-6.5%	i	-7.0%&7.0%	-1.8%
7) O=c1[nH][nH]c(=O)c2c1[nH]c(=S)n2Cc1ccccc1
  -10.7%	4.4%	i	?	1.6%	-1.2%	i	1.1%	-7.2%
8) COc1cccc(C(=O)C2CCCN(Cc3c(C)n(C)n(-c4ccccc4)c3=O)C2)c1 (stereo unspecified)
  -7.6%	2.6%	20.9%	-2.9	2.3%	-5.7%	i	-16.2%	-1.2%
9) CC(C)Oc1ccccc1-c1nc(SCC(=O)O)n[nH]1
  1.6%	3.8%	i	16.3	57.8%	0.6%	i	3.9%	1.5%
10) Cc1cccc(CSc2ncc(Cl)c(C(=O)Nc3nc4ccc(F)cc4s3)n2)c1
  16.5%	·	i	·	5.7%	4.6%	·	1.4%	·
11) Cc1ccnc2nc(NC(=O)c3ccco3)nn12
  11.4%	0.7%	i	-66.1*	3.6%	21.3%	i	·	6.1%
12) CCC(C)c1ccc(NC(=O)COc2c(F)c(F)c(C(F)(F)F)c(F)c2F)cc1 (stereo unspecified)
  -19.9%	-9.2%	i	13.0	·	?	i	19.3%	-27.5%
13) CCOC(=O)N1CCN(C(=O)C[C@@H]2C[C@@]3(C(=O)OCC)CCCC=C3N(CCC3=CCCCC3)C2=O)CC1
  -7.2%	·	4.7%	-8.8	?	-35.1%	i	-22.1%	?
14) CCOc1cc(C)nc(Oc2ccc(=O)[nH]n2)n1
  -5.7%	-10.0%	-9.3%[57.5 µM]	3.3	11.1%	-0.7%	i	-4.3%	2.0%
15) Cc1nc(NC(=S)NC(=O)COc2ccc(Cl)cc2)ccc1Br
  -14.7%	0.1%	-5.0%	-26.1	1.5%	-3.3%	i	-1.2%	-2.1%
16) CC1(C)CC(=O)c2sc(NC(=O)CN3C(=O)CCC3=O)nc2C1
  4.2%	10.5%	i	-5.2	-15.7%	-3.8%	i	-2.7%	2.8%
17) CCOc1cc2[nH]c(=O)n(CCCC(=O)N3CCN(c4ccc(OC)cc4)CC3)c(=O)c2cc1OCC
  0.0%[9.22 µM]	·	i	·	13.8%	3.8%	·	-12.6%	·
18) Cn1ccnc1SCC(=O)Nc1cccc2ccccc12
  25.3%	-9.1%	-3.3%[57.5 µM]	-18.1	19.8%	-1.0%	i	10.8%	3.3%
19) O=C(Nc1ccc(N2CCN(C(=O)c3ccccc3)CC2)cc1)c1ccc([N+](=O)[O-])o1
  -0.4%	-8.8%	-10.6%	-56.2*	-0.5%	21.1%	i	·	-2.3%
20) CCOC(=O)N1CC(C)N(C(=S)Nc2ccccc2)CC1C (stereo unspecified)
  -7.9%	0.5%	i	1.5	-8.0%	-5.6%	i	?	6.8%
21) O=C(Nc1nccs1)c1ccc(S(=O)(=O)c2ccccc2)cc1
  -3.4%	-6.9%	i	4.7	-12.6%	15.6%	i	-10.7%	-1.4%
22) Cc1ccc(-c2noc(CCC(=O)Nc3ccc(F)cc3Cl)n2)cc1
  18.3%	·	i	·	-15.0%	8.3%	·	-8.5%	·
23) CC1(C(=O)NS(=O)(=O)c2cccs2)CCN1C(=O)C1(c2ccc(Cl)cc2)CCC1 (stereo unspecified)
  0.0%	-3.1%	-24.6%	-14.4	4.8%	?	i	-10.2%	-0.6%
24) Cc1nnc(NC(=O)c2oc3ccccc3c2C)s1
  19.2%	9.0%	i	-1.4	-13.9%	7.7%	i	0.2%	9.2%
25) O=C(Cc1ccccc1)N[C@@H](Cc1ccccc1)c1nc2ccccc2[nH]1
  -19.2%	11.5%	-10.1%[57.5 µM]	-0.2	4.1%	-20.2%	i	-13.2%	-9.7%
26) CCOC(=O)CSc1nnc(-c2ccccc2)c(-c2ccccc2)n1
  16.7%	28.2%	-1.5%	-8.1	12.1%	?	i	-12.8%	-1.7%
27) Cc1cc(C)cc(C(=O)n2nc(C)c(S(=O)(=O)N3CCOCC3)c2C)c1
  22.6%	-2.8%	-17.5%	·	-11.3%	3.6%	·	-24.1%	·
28) CCOc1cc(C2NC(=O)NC(c3ccccc3)=C2C(C)=O)ccc1OCC(N)=O (stereo unspecified)
  -6.4%	-1.4%	-11.3%[57.5 µM]	-25.8	24.9%	29.7%	i	-10.7%	-3.2%
29) CCOC(=O)C1=C(COC(=O)c2ccc([N+](=O)[O-])s2)NC(=O)NC1C (stereo unspecified)
  20µM*	13.5%	-34.2%	-1.6	-5.6%	15.7%	i	-47.8%[inhibitor]	-73.8%[inhibitor]
30) CSc1ccccc1NC(=O)c1cc(C(C)C)on1
  11.2µM*	1.1%	-4.5%[57.5 µM]	22.2	5.4%	-4.4%	i	-16.5%	1.4%
31) COc1ccc(Cc2nnc(NC(=O)c3ccccc3F)s2)cc1
  ?	-1.4%	-23.3%	-11.6	22.8%	-13.5%	i	28.0%	-0.3%
32) NC(=O)COC(=O)/C=C/c1ccc2ccccc2n1
  12.7%	0.1%	-46.1%[inhibitor]	-10.2	3.8%	65.7%[activator]	i	-7.6%	0.2%
33) O=C(c1ccccc1OCc1ccc(Cl)cc1)N1CCN(c2ccccn2)CC1
  -20.1%	23.2%	-11.2%	-5.8	9.1%	?	i	11.5%	10.8%
34) CS(=O)(=O)N(CC(=O)Nc1ccccc1-c1ccccc1)c1cccc(F)c1
  ?	17.4%	-27.5%	0.4	18.3%	?	i	26.3%	13.5%
35) C=CCNC(=O)c1ccc(-c2nc(-c3ccc(Cl)cc3Cl)cs2)cc1
  18.8%	-13.1%	-6.9%[57.5 µM]	33.7	-1.4%	0.0%	i	8.9%	1.0%
36) CN(NS(=O)(=O)c1ccccc1)c1nc2ccccc2nc1C(F)(F)F
  11.5%	-1.5%	i	-6.3	4.8%	?	i	-7.2%	-0.4%
37) Cc1ccc(S(=O)(=O)NCCSc2nnc(N)s2)cc1
  -14.9%	4.2%	i	-20.5	·	0.0%	i	-12.8%	-7.9%
38) CC1(C)C=Cc2c(ccc3c2OC[C@@H](c2ccc(O)cc2O)C3)O1
  -94.2%[inhibitor]	9.7%	-18.4%	14.8	4.5%	?	i	-21.7%	-54.2%[inhibitor]
39) O=C1c2ccccc2C(=O)N1Cc1nn2c(-c3ccc(Cl)cc3)nnc2s1
  7.8%	8.9%	-14.3%	15.6	24.9%	13.4%	i	8.5%	3.8%
40) COc1ccc(CCN2CC(C(=O)NCc3c(C)n[nH]c3C)CCC2=O)cc1 (stereo unspecified)
  -24.0%	9.4%	3.9%	5.1	·	14.7%	i	-8.3%	4.0%
41) O=Cc1c(Cl)[nH]c(=O)n1-c1ccccc1
  11.0%	-3.9%	i	-1.8	1.8%	-6.0%	i	-5.3%	-0.3%
42) CCOC(=O)C(NC(C)=O)C(OC(C)=O)c1cccc([N+](=O)[O-])c1 (stereo unspecified)
  -9.2%	-7.0%	?	?	16.2%	-4.1%	i	-12.2%	-7.7%
43) S=C(Nc1ccc(Br)cc1)NC1CCN(Cc2ccccc2)CC1
  -3.6%	-2.3%	-9.8%	-58.1*	-4.2%	?	i	0.6%	9.4%
44) CCOC(=O)[C@@H]1[C@H]2COc3ccccc3[C@@H]2N2C(=O)N(c3cccc(F)c3)C(=O)[C@@]12C
  0.0%	7.8%	i	0.8	15.5%	7.2%	i	1.4%	1.5%

A draw from above in order of molar mass, ascending.
Fields – TDP43 rescue	GLP1R ag	PTHR1 ag	D3 antag	FUS yeast rescue	GLP1R inv ag	pAkt inh	Abeta rescue	aSyn rescue
1) C=C1C(=O)O[C@@H]2[C@H]1[C@@H](OC(=O)/C(C)=C/C)C/C(C)=C\C(=O)/C=C(\C)[C@@H]2O
  14.2%	-11.8%	-32.2%[inhibitor]	-52.4*	15.5%	-69.5%	i	-13.7%	1.3%
40) COc1ccc(CCN2CC(C(=O)NCc3c(C)n[nH]c3C)CCC2=O)cc1 (stereo unspecified)
  -24.0%	9.4%	3.9%	5.1	·	14.7%	i	-8.3%	4.0%
6) COc1ccc(NC(=O)CNC(=O)Cn2c(C)cc3ccccc3c2=O)cc1OC
  0.0%&22.0%	-0.1%&-0.4%	-5.6%&-18.9%	0.3	17.6%&5.2%	0.6%&-6.5%	i	-7.0%&7.0%	-1.8%

Assay outcomes: PubChem, National Center for Advancing Translational Sciences (NCATS)
